CRFR2-BP antag: CRF-BP/CRF-R2 complex antagonism. 350,000 tested, 0.59% active. inhibition, % at 11.8 µM. AID 588475. HEK293 CRF-R2/CRF-BP, CRF-induced calcium fluorescence;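 active means inhibition of the ligand-induced calcium signal above about 50% at the single tested concentration, limit read from the data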
SUMO HTRF inh: inhibitors of human SUMOylation (UBC9); AID 2006; HTRF SUMOylation assay, SAE1/SAE2 + UBC9, in vitro; 290,000 tested, 0.36% active; inhibition, % at 35 µM; in the data active means inhibition above about 50%, passing the limit was not always enough; further: strong numbers were not always called active
Target sequence (P63279 whole entry, looked up): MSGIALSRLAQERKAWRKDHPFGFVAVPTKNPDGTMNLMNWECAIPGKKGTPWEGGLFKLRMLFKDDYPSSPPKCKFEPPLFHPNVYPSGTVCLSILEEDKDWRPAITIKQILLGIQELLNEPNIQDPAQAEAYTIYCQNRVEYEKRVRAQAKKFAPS
MEKK3 PB1 HTS: raises or lowers MEK5 binding to the human MEKK3 PB1 domain; Q99759; bead-based flow cytometry, Alexa488-MEK5 binding to MEKK3; actives lie on both sides; 0 = blocked by unlabeled MEK5, 100 = vehicle; binding response (% of control), % at 10 µM; 290,000 tested, 1.4% active; AID 1529;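 active means binding response more than 3 SD above or below the average of its plate-row segment, actives on both sides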;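 further: Alexa488 bead fluorescence after subtracting the streptavidin-only scavenger bead signal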
Target sequence (Q99759 whole entry, looked up, the tested form may be a part): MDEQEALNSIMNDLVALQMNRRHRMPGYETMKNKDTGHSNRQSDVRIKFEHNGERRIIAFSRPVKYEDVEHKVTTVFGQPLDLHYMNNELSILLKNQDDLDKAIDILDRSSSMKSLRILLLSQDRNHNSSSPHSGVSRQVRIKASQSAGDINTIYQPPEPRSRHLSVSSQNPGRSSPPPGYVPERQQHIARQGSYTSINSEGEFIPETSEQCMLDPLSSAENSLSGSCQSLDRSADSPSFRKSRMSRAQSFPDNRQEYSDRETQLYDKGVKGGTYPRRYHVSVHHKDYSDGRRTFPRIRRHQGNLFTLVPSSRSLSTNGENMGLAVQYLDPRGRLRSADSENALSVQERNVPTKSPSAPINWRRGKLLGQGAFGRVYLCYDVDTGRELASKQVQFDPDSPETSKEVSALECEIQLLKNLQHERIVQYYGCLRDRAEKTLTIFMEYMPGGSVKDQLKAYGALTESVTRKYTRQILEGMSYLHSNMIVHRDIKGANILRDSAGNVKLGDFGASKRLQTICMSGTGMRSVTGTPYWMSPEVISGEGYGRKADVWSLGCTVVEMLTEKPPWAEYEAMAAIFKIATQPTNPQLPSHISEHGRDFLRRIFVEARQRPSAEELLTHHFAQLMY
GalR3 antagonist: blocks the human galanin receptor 3; inhibition, % at 3 µM; 360,000 tested, 0.44% active; HEK293 GalR3-CNG cAMP membrane potential fluorescence; galR3 body fused to GalR1 C-terminus; O60755;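 active means inhibition above the screen-wide average plus 3 SD, cut at about 13% in these data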;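 further: forskolin and galanin both at EC90 stimulate the cells; cAMP rise reported by CNG channel membrane potential dye signal; 0% = forskolin plus galanin with DMSO and 100% = forskolin alone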
MEKK2mut PB1 HTS: signal of MEK5 binding to mutant human MEKK2 PB1 domain. bead flow cytometry, Alexa488-MEK5 binding to MEKK2 mutant. 290,000 tested, 0.35% active. percent response, % at 10 µM; in the data active means percent response above about 24%, passing the limit was not always enough; further: inactives centre near 1; some results filed as inactive read as strong as hits
CRFR2-BP ag: CRF-BP/CRF-R2 complex agonism; HEK293 CRF-R2/CRF-BP, calcium dye fluorescence (FLIPR); percent of saturating CRF peptide response; activation, % at 13.2 µM; 350,000 tested, 0.46% active;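 active means activation of at least 50%, plus an integration ratio under a set limit after plate pattern correction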;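 further: plate controls were neutral control wells without compound for no effect and CRF at EC100 for full effect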
NS3 helicase inh: inhibitors of Hepatitis C virus NS3 helicase. inhibition, % at 10.9 µM. AID 1800. 290,000 tested, 0.56% active. NS3 helicase DNA unwinding, Cy5 molecular beacon fluorescence;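 active means inhibition above the mean of all tested compounds plus 3 SD, set per campaign, cut at about 35% in these data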;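 further: 0% = DMSO wells and 100% = thioflavine S control wells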
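Control set: DMSO versus 110 µM thioflavine S; Material: NS3 helicase fragment of HCV; Measured by: Cy5 fluorescence at 0 and 60 min, beacon hairpin quenching; Read-out basis: percent inhibition from t60/t0 fluorescence ratio; Times: reaction time 60 min, 25 °C; Repeats: single replicate; Compound dosing: single dose, 10.9 µM nominal final, DMSO 0.8% final.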
DNA FID counter: counter-screen for HCV NS3 helicase inhibitors: DNA intercalator displacement; DNA fluorescent intercalator displacement, fluorescence; inhibition, % at 7.9 µM; 290,000 tested, 0.17% active; in the data active means inhibition above about 37%;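 further: 0% = vehicle and 100% = reference compound; higher means more ethidium bromide displaced from hairpin DNA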
MEKK2wt PB1 HTS: raises or lowers MEK5 binding to wildtype human MEKK2 PB1 domain | Q9Y2U5 | bead flow cytometry, Alexa488-MEK5 binding to MEKK2 WT; actives lie on both sides | binding response (% of control), % at 10 µM | 290,000 tested, 1.1% active | AID 1531; in the data active means binding response below about 67% or above about 130%
Starred values were filed as active, the others as inactive; x = not tested or not shown; [ ] = remark or other dose.

Sequence of screens: MEKK2wt PB1 HTS	MEKK3 PB1 HTS	NS3 helicase inh	DNA FID counter	SUMO HTRF inh	CRFR2-BP ag	MEKK2mut PB1 HTS	GalR3 antagonist	CRFR2-BP antag
O=C(CCN1C(=O)S/C(=C\c2ccccc2)C1=O)NC1CCS(=O)(=O)C1 (centres undefined)
  96.0	99.0	6.8	-11.6	9.0	-1.2	0.0	-0.2	5.2
COC(CNC(=O)CN1CCN(Cc2ccccc2F)C1=O)OC
  96.0	93.0	-1.8	-2.8	18.2	0.8	-14.0	-3.8	2.7
C=C(C)C1CC=C(C)/C(=N/NC(=O)c2cccc([N+](=O)[O-])c2)C1 (centres undefined)
  99.0	103.0	-7.2	2.1	-5.0	-4.4	2.0	-3.2	-42.0
C=CCNC(=S)NN=C1CCCCCCC1
  96.0	102.0	-0.5	1.3	12.6	-1.6	-7.0	-1.5	28.3
O=c1[nH]c2ccc(NC(=S)NCCc3ccccc3)cc2[nH]1
  44.0*[inhibitor]	41.0*[inhibitor]	2.8	-0.6	14.5	0.6	-13.0	-6.3	13.8
Cc1ccc2c(c1)C(c1ccccc1)N(C(=O)c1cc3ccccc3oc1=O)CC(=O)N2 (centres undefined)
  101.0	101.0	-20.5	-29.9	0.3	-0.8	-2.0	2.1	-17.9
O=C1C2C3C=CC(C3)C2C(=O)N1CCN1CCN(Cc2ccc([N+](=O)[O-])cc2)CC1 (centres undefined)
  97.0	98.0	2.7	-4.9	4.7	-0.2	-1.0	-1.9	11.9
O=C1CSC(c2cccc(F)c2)N1c1c(F)cccc1F (centres undefined)
  107.0	100.0	4.4	-10.6	-1.7	-3.7	4.0	4.9	41.8
NC1=C(Br)C(=O)c2ccccc2C1=O
  97.0	97.0	5.6	3.9	35.9	0.5	2.0	0.7	7.5
CC/C(C)=N\N=C\c1c(O)n(CC)c2cc(C3=NNC(=O)CC3)ccc12
  96.0	85.0	-2.6	-4.2	16.2	0.7	0.0	x	-31.4
Cc1ccc(N2C(S)=C(C#N)C(=O)NC23CCCCC3)cc1
  97.0	97.0	1.9	0.1	22.0	-2.9	-3.0	-1.0	19.7
O=C(Nc1cccnc1Oc1ncnc2cc(Cl)ccc12)c1ccc(F)cc1
  62.0	54.0	3.1	0.0	8.3	0.1	-44.0	x	3.6
COC(=O)c1c(NC(=O)CSc2nc3nc(C)cc(C)n3n2)sc(C)c1C
  98.0	102.0	2.9	-3.1	16.4	-1.1	-1.0	-0.7	-1.7
COc1cccc(OCc2cc(C(=O)N(C)Cc3nc(C)cs3)no2)c1
  108.0	105.0	5.6	-36.0	15.2	-0.2	7.0	-2.8	7.9
CC(=O)c1nnn(-c2cccc([N+](=O)[O-])c2)c1C
  79.0	80.0	-2.0	4.6	-0.9	-0.7	-13.0	-6.3	-34.4
Cc1ccc(C)c(Nc2nc3nonc3nc2N2CCOCC2)c1
  x	x	1.5	1.1	-2.7	0.0	x	-5.3	-2.9
O=C(NC(C(=O)c1ccccc1)N1CCOCC1)c1ccccc1 (centres undefined)
  107.0	121.0	1.2	-9.5	17.7	-0.8	8.0	-7.8	-3.4
CCCCc1nnc2c(N(C)S(=O)(=O)c3ccc(C)cc3)nc3ccccc3n12
  94.0	88.0	3.6	-1.2	16.8	-0.1	-16.0	0.7	2.2
O=c1c2ccccc2c(C=NCCO)c(O)n1-c1ccccc1
  110.0	103.0	5.1	-0.1	-1.7	0.2	5.0	1.6	-18.2
NC(=O)CC(NC(=O)Cc1ccc(Br)cc1)c1ccc(NC2CCC2)c([N+](=O)[O-])c1 (centres undefined)
  84.0	101.0	x	x	0.3	-1.7	-7.0	-1.4	2.4

Overlap with the part before: two entries; new compounds follow.
Sequence of screens: MEKK2wt PB1 HTS	MEKK3 PB1 HTS	NS3 helicase inh	DNA FID counter	SUMO HTRF inh	CRFR2-BP ag	MEKK2mut PB1 HTS	GalR3 antagonist	CRFR2-BP antag
O=c1c2ccccc2c(C=NCCO)c(O)n1-c1ccccc1
  110.0	103.0	5.1	-0.1	-1.7	0.2	5.0	1.6	-18.2
NC(=O)CC(NC(=O)Cc1ccc(Br)cc1)c1ccc(NC2CCC2)c([N+](=O)[O-])c1 (centres undefined)
  84.0	101.0	x	x	0.3	-1.7	-7.0	-1.4	2.4
CC(O)CNc1nc2sc3c(c2c(=O)n1CCc1ccccc1)CCCCC3 (centres undefined)
  106.0	105.0	0.9	-22.0	-0.2	-1.1	0.0	2.6	-47.1
CN(C)/C=C(\C=O)c1onc(-c2ccccc2Cl)c1C#N
  94.0	96.0	-5.2	-6.8	5.6	-0.2	-5.0	0.7	-3.6
COCCNC(=O)c1ccc(Cn2c(=S)[nH]c3cc4c(cc3c2=O)OCO4)cc1
  98.0	97.0	3.5	-4.2	25.2	0.1	1.0	12.3	11.4
CN(C)CCCN(C(=O)c1ccc2c(c1)CCCC2)c1nc2ccc(F)cc2s1
  142.0*	138.0*	-62.9	10.3	-11.9	10.2	7.0	-14.2	-175.9
COc1cc(SC)ccc1C(=O)OC1CCOC1=O (centres undefined)
  97.0	94.0	5.7	-6.4	6.9	1.5	0.0	-2.5	-2.8
COc1ccc(OC(C)c2ccc(C#N)c(=O)[nH]2)cc1 (centres undefined)
  97.0	102.0	-1.8	26.2	6.4	-1.1	-5.0	-3.4	11.2
COc1ccc(N(CC(=O)NC2CCCC2)C(=O)Cn2nnc(-c3ccc(OC)c(OC)c3)n2)c(OC)c1
  103.0	103.0	-13.3	-41.8	9.9	1.6	0.0	-7.1	-7.5
CC1=C[C@H]2OC(=O)[C@@H](C)[C@H]2C[C@@H]2[C@H]1C[C@@H](O)[C@@]2(C)O
  96.0	95.0	x	x	-0.3	-0.2	5.0	1.8	-1.9
CCOC(=O)N1CCN(CC(=O)Nc2c(C(=O)OC)[nH]c3ccccc23)CC1
  107.0	105.0	-0.6	-23.5	14.6	-0.1	3.0	2.0	-5.0
Cc1ccc(C(=O)NCCc2cccs2)cc1
  101.0	102.0	-0.5	0.8	-2.9	0.6	-2.0	4.6	20.3
Cc1nn(-c2ccccc2)c2c1C(c1ccc(O)c(O)c1)N1C(=N2)C(Nc2ccccc2)=Nc2ccccc21 (centres undefined)
  84.0	99.0	32.6	-7.7	32.7	3.3	0.0	-2.8	-17.2
Cc1ccccc1-n1cnnc1SCC(=O)N1CCN(c2ccccc2)CC1
  106.0	108.0	2.0	-27.3	7.3	-0.7	12.0	-5.3	-1.9
CC(C)Oc1cccc(C(=O)C2CCCN(Cc3cnn(C(C)C)c3)C2)c1 (centres undefined)
  97.0	94.0	12.4	5.6	9.1	0.8	-5.0	-1.3	-9.2
O=C(Nc1nccs1)C(c1ccccc1)N1CCCC1 (centres undefined)
  100.0	103.0	-3.0	2.0	-4.9	-2.5	0.0	3.6	9.4
COc1ccc(NC(=O)c2cccs2)cc1C(=O)N1CCN(c2ccccc2)CC1
  104.0	101.0	-4.4	-49.1	6.6	-0.9	4.0	-2.4	0.4
O=[N+]([O-])c1ccc(Cl)c(/C=N/NC(=S)Nc2ccccc2)c1
  97.0	96.0	-1.0	1.7	32.5	-2.9	3.0	-5.8	4.1
CCn1c(COc2ccc3c(c2)CCCC3)nnc1SCC(=O)Nc1ccc(C(=O)OC)cc1
  119.0	106.0	-7.5	2.0	7.2	-2.5	17.0	-4.1	6.0
O=C(N/C(=C\c1ccc(Br)cc1)c1nc2ccccc2[nH]1)c1ccco1
  101.0	100.0	2.0	1.1	18.1	1.8	1.0	-4.4	-26.3
O=C(COC(=O)C1CCC1)Nc1ccccc1Sc1ccccc1
  102.0	101.0	7.8	-14.6	3.4	2.2	1.0	-9.0	6.4
CCOC(=O)/C=c1\s/c(=C\c2ccc(C#N)cc2)c(=O)n1CC(=O)Nc1cccc(C)c1C
  96.0	102.0	12.5	1.0	25.3	4.9	-2.0	x	1.6
COc1ccc(CCNC(=O)CCNC(=O)c2ccc(Br)cc2)cc1OC
  101.0	100.0	-3.8	-15.6	29.4	-1.8	5.0	-0.9	-25.2
CCOC(=O)c1cc(-c2cccs2)nc2onc(C)c12
  110.0	109.0	-2.3	6.7	22.4	-3.0	4.0	-2.1	4.2
COc1cc(C2CC(=O)Oc3c(C(CCN4CCOCC4)c4ccc(N(C)C)cc4)c(OC)cc(OC)c32)cc(OC)c1OC (centres undefined)
  106.0	104.0	x	x	3.7	-1.9	4.0	-2.6	3.1
Cc1ccc(S(=O)(=O)N2CCC(C(=O)Nc3nnc(-c4ccco4)s3)CC2)cc1
  95.0	95.0	5.7	-3.3	-17.6	-1.6	-5.0	-3.5	-12.7
Cc1ccc(NS(=O)(=O)c2ccc(NC(=O)N3CCCCC3)cc2)cc1
  101.0	102.0	18.4	-38.2	-7.7	1.3	-3.0	-3.9	-16.9
CCOc1ccc(N(CC(=O)N2CCN(c3ccccc3)CC2)S(=O)(=O)c2c(C)noc2C)cc1
  103.0	104.0	1.0	-1.5	5.3	-1.4	3.0	-0.4	-8.7
CC(=O)c1nnn(-c2ccc(F)cc2F)c1C
  97.0	101.0	-1.5	-7.3	-9.0	0.2	0.0	-0.1	-0.6
CCOC(=O)c1ccc(NC(=O)c2ccc(CN3CCOCC3)cc2)cc1
  114.0	107.0	-3.7	-2.7	-1.4	5.9	8.0	94.1*	29.0
COc1ccccc1Cn1cnc2cccnc21
  104.0	103.0	-5.2	-0.3	10.5	0.6	1.0	-1.1	2.8
O/N=C/c1ccccc1OCc1ccccc1F
  94.0	94.0	3.6	-6.7	-1.9	-3.0	-4.0	-2.4	21.5
Nc1nc2sc3c(c2cc1C(=O)NCC(=O)O)CCCC3
  98.0	102.0	3.9	-4.5	14.2	-1.5	-3.0	-11.3	12.1
O=C(N=C1SC2CS(=O)(=O)CC2N1c1c(Cl)cccc1Cl)C1CC1 (centres undefined)
  98.0	99.0	-11.6	-12.9	6.1	1.4	-3.0	0.6	-8.2
O=C(NCC1(O)CCCCC1)C1CCC(=O)N(Cc2cccc(C(F)(F)F)c2)C1 (centres undefined)
  91.0	95.0	1.6	-32.2	9.1	-0.3	-8.0	-1.7	0.9
O=C(CCc1ccccc1)NNC(=O)COc1ccccc1Cl
  97.0	98.0	6.2	-15.3	16.9	-0.2	1.0	-10.1	0.6
CC(C)Cn1c(CN2CCN(c3ccccc3F)CC2)nc2c1c(=O)[nH]c(=O)n2C
  100.0	101.0	-4.4	-7.6	-7.6	-2.7	-1.0	5.3	-3.6
CCc1nnc(NC(=O)Cn2nnc(-c3ccccc3F)n2)s1
  97.0	97.0	-7.2	-5.2	7.5	0.5	0.0	-0.1	-14.2
COC(=O)c1ccc2nc(Nc3nc4c(F)cc(F)cc4s3)sc2c1
  104.0	103.0	22.6	-4.9	28.3	16.1	-1.0	-4.3	4.3
O=C(N/N=C/c1ccc[nH]1)c1ccccc1OCc1ccc(F)cc1
  108.0	104.0	13.1	-21.0	16.8	5.3	6.0	-6.9	3.6

Screening data deposited in PubChem by several laboratories.

The list is partial, so the mix of outcomes need not match the whole.
